# PMI act satM6P – activators of human phosphomannose isomerase at near-saturating mannose 6-phosphate; activation factor at 20 µM; 190,000 tested, 0.34% active; P34949; AID 1216; coupled PMI enzyme assay, resazurin fluorescence, 20 min; hits give high values; 1 = untreated enzyme, 0 = substrate-free blank;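 active = activation factor of 2 or more at 20 µM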
#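 Test system: human phosphomannose isomerase with PGI, G6PDH, diaphorase coupling enzymes; Amount: PMI at 15 ng/mL final; Reagent: Mannose-6-phosphate 1.0 mM (near-saturating) plus 0.22 mM NADP+; Timing: 20 min, room temperature; Technique: resorufin fluorescence at Ex 544/Em 590 nm; Dosing: 20 µM single dose.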
# TNAP inh hi DEA – TNAP (human) inhibition, high acceptor; 200,000 tested, 0.03% active; P05186; inhibition, % at 20 µM; purified TNAP, CDP-star luminescence, 1 M DEA; AID 1135;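 active = over 50% inhibition of tissue-nonspecific alkaline phosphatase at 20 µM in the single-dose screen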;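 also: plate controls were DMSO wells for no effect and EDTA-quenched wells as full inhibition for full effect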
# Target sequence (P05186 whole entry, looked up): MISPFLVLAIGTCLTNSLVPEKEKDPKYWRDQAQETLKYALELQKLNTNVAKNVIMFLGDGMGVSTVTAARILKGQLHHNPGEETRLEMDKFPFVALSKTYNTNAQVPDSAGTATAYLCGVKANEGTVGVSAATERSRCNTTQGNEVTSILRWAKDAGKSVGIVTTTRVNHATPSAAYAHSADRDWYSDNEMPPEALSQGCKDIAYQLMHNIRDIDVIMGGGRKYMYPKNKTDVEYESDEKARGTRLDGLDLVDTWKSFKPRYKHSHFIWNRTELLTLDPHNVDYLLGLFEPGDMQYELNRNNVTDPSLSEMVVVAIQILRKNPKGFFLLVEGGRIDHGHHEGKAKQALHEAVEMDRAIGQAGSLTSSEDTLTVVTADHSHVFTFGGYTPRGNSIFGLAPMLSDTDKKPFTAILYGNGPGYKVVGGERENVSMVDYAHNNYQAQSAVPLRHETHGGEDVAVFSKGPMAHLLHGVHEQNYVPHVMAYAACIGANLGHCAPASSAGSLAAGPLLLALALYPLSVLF
# Redox H2O2 prof – compounds producing H2O2 with reducing agent – biochemical, NIH compound library profiling, artefact control for MLSCN library redox annotation, primary screen | DTT-dependent redox cycling H2O2, phenol red/HRP absorbance; 100% = 100 µM peroxide control, 0% = buffer | activation, % at 10 µM | 200,000 tested, 0.03% active;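 active = activation of at least 50% relative to the plate's high and low controls in the primary single-dose screen; inactive = activation below 50%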;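 also: compound incubated with DTT at 0.8 mM final as the reducing agent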
# PMI act – phosphomannose isomerase (human) activation. 190,000 tested, 0.005% active. activation factor at 20 µM. purified human PMI, coupled resazurin fluorescence, 20 min; hits give high values; 1 = vehicle control, 0 substrate-free wells. AID 1214. P34949;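 active = activation factor of 2 or more at 20 µM, relative to plate controls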
# HMGR II inh – inhibitors of class II HMG-CoA reductase from Enterococcus faecalis; purified E. faecalis HMGR, NADPH absorbance 340 nm kinetic; inhibition, % at 10 µM; 190,000 tested, 0.41% active; AID 1066;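 active = inhibition above a set limit, the median over all tested compounds plus 3 SD, cut at about 9.5% in these data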;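 also: enzyme runs in reverse so mevalonate oxidation gives rising NADPH absorbance; 0% = complete reaction with DMSO and 100% = background rate lacking mevalonate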
# Hsp70 activator – switches on Hsp70 transcription. HeLa Hsp70 promoter luciferase reporter, luminescence; scaled: vehicle 0, proteasome-inhibitor control 100%. activation, % at 10 µM. 200,000 tested, 0.04% active;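 active = activation above the mean across all tested compounds plus 3 SD, cutoff set per campaign, cut at about 5.5% in these data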;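 also: 100% = MG132 at 30 µM as the positive control and 0% = DMSO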
# L major viab – reduces viability of Leishmania major promastigotes; 200,000 tested, 9% active; inhibition, % at 10 µM; resazurin fluorescence viability; AID 1063; in the data active = inhibition above about 50%;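 also: promastigotes grown with compound for 44 hours at 28 °C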
# TNAP inh no acc – inhibitors of human TNAP without phosphate acceptor | purified TNAP, CDP-star luminescence, 30 min | inhibition, % at 20 µM | 200,000 tested, 0.26% active;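 active = tissue-nonspecific alkaline phosphatase inhibition above about 50% at 20 µM in the single-dose screen, limit read from the data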;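 also: 0% = DMSO negative control and 100% = EDTA positive control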
# RAM network inh – yeast RAM network inhibition; AID 868; inhibition, % at 50 µM; S. cerevisiae dse1pr::URA3 reporter, 5-FOA growth OD615, 2 d; analog-sensitive cbk1-as2 kinase mutant strain; 190,000 tested, 1.8% active;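 active = inhibition above a set limit, 3 SD over mean compound inhibition, cut at about 8.4% in these data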;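 also: 0% = DMSO-only wells with no growth and 100% = 10 µM 1-NA-PP1 full growth; inhibition rescues growth on 5-FOA so higher OD means more RAM inhibition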
# S1P3 antag – blocks the human S1P3 receptor; Q99500; CHO S1P3 NFAT-BLA reporter, FRET fluorescence, antagonist mode; inhibition, % at 4.98 µM; 170,000 tested, 0.27% active;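 active = inhibition above the plate cutoff, the mean inhibition of test wells on that plate plus 3 SD, cut at about 28% in these data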;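 also: cells challenged with S1P at its EC80 of 0.8 µM; blue over green emission ratio from cleaved BLA substrate after 4 h stimulation; 0% = S1P-stimulated wells and 100% = unstimulated DMSO-only wells; some compounds past the cut are filed as inactive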
# Target sequence (Q99500 whole entry, looked up): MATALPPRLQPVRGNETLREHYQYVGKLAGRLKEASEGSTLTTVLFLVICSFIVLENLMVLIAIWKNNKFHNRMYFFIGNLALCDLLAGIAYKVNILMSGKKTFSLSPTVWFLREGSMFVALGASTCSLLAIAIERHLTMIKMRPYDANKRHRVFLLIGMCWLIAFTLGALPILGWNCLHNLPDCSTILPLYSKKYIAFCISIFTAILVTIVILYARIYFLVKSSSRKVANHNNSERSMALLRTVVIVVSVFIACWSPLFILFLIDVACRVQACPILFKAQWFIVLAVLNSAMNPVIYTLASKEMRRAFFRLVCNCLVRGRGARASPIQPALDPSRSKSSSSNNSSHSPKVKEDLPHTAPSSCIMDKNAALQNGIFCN
# Numbers without * were called inactive; . = not tested or not shown.
1: C/C(=N\NC(=O)c1cccc([N+](=O)[O-])c1)c1ccncc1
2: Nc1c(C(=O)NC2CCCC2)c2nc3ccccc3nc2n1/N=C/c1ccco1
3: CCC1CCCCN1CCCNC(=O)c1ccc(CS(=O)(=O)Cc2ccccc2F)o1 (stereo unspecified)
4: CS(=O)(=O)c1ccc2nc(NC(=O)CN3CCN(Cc4ccccc4)CC3)sc2c1
5: CN(CCCNS(=O)(=O)c1cccc2cccnc12)Cc1ccccc1
6: CC(C)c1ccc(NC(=O)c2cc(S(=O)(=O)NCC3COc4ccccc4O3)ccc2F)cc1 (stereo unspecified)
7: O=P1(Nn2cnnc2)C=C(c2ccccc2)OC(c2ccccc2)=C1
8: NC1=NC2(CCCCC2)N(c2ccc(F)cc2F)C(N)=N1
compound no.	1	2	3	4	5	6	7	8
PMI act satM6P	1.1	0.9	1	0.9	1.1	0.9	0.9	1.1
TNAP inh hi DEA	-7.8	-3.5	-1.7	0.8	-6.4	0.3	-2.2	-8.2
Redox H2O2 prof	-1.1	0.5	0.7	-3.1	-1.8	-0.2	-0.2	-0.5
PMI act	1.2	1	0.9	1	1	0.9	0.9	1
HMGR II inh	2.6	-3.8	-1.5	0.6	4.1	-6.3	1.9	2.0
Hsp70 activator	0.4	0.1	0.3	-0.4	-0.5	-0.3	-0.5	-0.3
L major viab	10.5	-4.1	11.8	-3.2	16.4	19.2	-4.1	-5.2
TNAP inh no acc	2.6	-7.1	-16.9	0.1	-13.9	-5.1	-8.9	-13.5
RAM network inh	1.2	3.0	0.2	1.9	3.0	4.8	-0.1	0.5
S1P3 antag	-3.9	.	.	-21.5	.	-10.7	-8.1	-0.7

# Structural class, the entries above containing fluorine (3)
3: CCC1CCCCN1CCCNC(=O)c1ccc(CS(=O)(=O)Cc2ccccc2F)o1 (stereo unspecified)
6: CC(C)c1ccc(NC(=O)c2cc(S(=O)(=O)NCC3COc4ccccc4O3)ccc2F)cc1 (stereo unspecified)
8: NC1=NC2(CCCCC2)N(c2ccc(F)cc2F)C(N)=N1
compound no.	3	6	8
PMI act satM6P	1	0.9	1.1
TNAP inh hi DEA	-1.7	0.3	-8.2
Redox H2O2 prof	0.7	-0.2	-0.5
PMI act	0.9	0.9	1
HMGR II inh	-1.5	-6.3	2.0
Hsp70 activator	0.3	-0.3	-0.3
L major viab	11.8	19.2	-5.2
TNAP inh no acc	-16.9	-5.1	-13.5
RAM network inh	0.2	4.8	0.5
S1P3 antag	.	-10.7	-0.7

# Continuation:
9: CC1=NN(c2nc(C)cc(C)n2)C(=O)C1CCC(C)C (stereo unspecified)
10: COCCCNC(=O)c1c(NC(=O)C2COc3ccccc3O2)sc2c1CCCC2 (stereo unspecified)
11: Cc1cc(N2CC(=O)N(CCc3ccccc3)C(=O)C2)n2ncnc2n1
12: CN(c1ccccc1)S(=O)(=O)c1ccc(Cl)c(C(=O)NC2=NCCS2)c1
13: Cc1ccc(-c2noc(CSc3nc(N)cc(N)n3)n2)cc1
14: COc1ccc(/C=C(/NC(=O)c2ccccc2)C(=O)N/N=C/c2sccc2C)cc1
15: CN(C)c1ccc(/C=N/n2c(COc3ccccc3)n[nH]c2=S)cc1
16: COC(=O)c1ccc(C(=O)OC)c(NC(=O)CN2CCN(c3ccccc3)CC2)c1
compound no.	9	10	11	12	13	14	15	16
PMI act satM6P	1	1	1	1.1	0.9	0.9	1	1
TNAP inh hi DEA	-3.1	-3.4	-3.4	-0.5	2.2	-0.2	5.5	2.4
Redox H2O2 prof	-0.2	0.0	-0.1	-0.6	-1.1	1.0	0.0	-2.6
PMI act	1	1	0.9	1.1	0.9	0.9	1	0.9
HMGR II inh	-7.5	-4.2	9.0	3.0	0.7	-8.3	-7.0	-3.9
Hsp70 activator	-0.7	-0.3	-0.2	-0.2	-0.1	-0.2	-0.4	-0.1
L major viab	1.7	1.6	-0.7	7.0	-0.8	4.9	-2.7	-0.2
TNAP inh no acc	-13.3	-4.3	-10.0	2.2	-11.3	-4.1	-96.1	-4.0
RAM network inh	-0.2	2.4	0.5	1.2	1.8	8.2	5.5	3.9
S1P3 antag	.	.	-14.4	7.9	10.6	-13.7	-2.1	-5.3

17: C/C(=N\NC(=S)NCc1ccccc1)c1ccccc1F
18: CCN(CC)S(=O)(=O)c1cccc(C(=O)OCC(=O)C23CC4CC(CC(C4)C2)C3)c1
19: Cc1ccc(C)c(NC(=O)CSc2nnc(CCNC(=O)OC(C)(C)C)o2)c1
20: O=C(NCCN1CCOCC1)c1noc2c1CCc1ccccc1-2
21: Cc1cccc(NC(=O)CN2C(=O)N/C(=C/c3cc(C)n(-c4cccnc4)c3C)C2=O)c1
22: Cc1ccc2c(c1)NC(=O)C(CC(=O)Nc1ccc(CN3CCC(C)CC3)cc1)O2 (stereo unspecified)
23: CC(=O)Nc1ccc2nc(-c3cccnc3)[nH]c2c1
24: O=C(NCCN1CCCC1)c1ccc(Cl)cc1
compound no.	17	18	19	20	21	22	23	24
PMI act satM6P	0.9	0.9	1	0.9	1.1	0.8	0.8	0.9
TNAP inh hi DEA	-2.1	-6.2	-4.6	-4.2	3.5	-7.3	-2.4	-4.7
Redox H2O2 prof	-0.7	2.1	0.1	-2.5	-0.3	-1.3	0.4	-0.2
PMI act	1.1	0.9	1	0.9	1.1	0.9	0.9	1
HMGR II inh	-1.7	-2.6	-0.9	-5.7	3.5	-1.0	-7.5	-3.6
Hsp70 activator	0.2	-0.2	-0.3	0.9	-0.2	-0.4	-0.3	-0.5
L major viab	5.1	-0.6	1.9	-4.0	1.8	18.9	21.2	-4.6
TNAP inh no acc	-17.2	-8.1	-24.9	-8.5	-3.1	-8.9	-7.4	-5.5
RAM network inh	2.2	3.4	-0.3	-0.8	0.6	0.1	0.2	2.8
S1P3 antag	-6.1	.	.	-11.4	-18.1	-10.4	.	-0.4

25: COc1cccc(C(c2nnnn2Cc2ccco2)N2CCN(c3cccc(C)c3C)CC2)c1OC (stereo unspecified)
26: CN(C)CCCN1C(=O)c2oc3ccccc3c(=O)c2C1c1cccs1 (stereo unspecified)
27: O=C1CC(c2ccccc2)=NN1c1nc(-c2ccccc2)cs1
28: O=C(O)c1ccc2c(c1)C(=O)/C(=C\c1ccco1)C2=O
29: CCOc1cccc(/C(O)=C2/C(=O)C(=O)N(CCN3CCOCC3)C2c2ccncc2)c1 (stereo unspecified)
30: Nc1ccc(C(=O)N/N=C\C=C\c2cccc([N+](=O)[O-])c2)cc1
31: CC(C)CCNC(=O)C1CCCN(S(=O)(=O)c2ccc(F)cc2)C1 (stereo unspecified)
32: Cc1cc(Cl)c(S(=O)(=O)N2CCN(c3ccccn3)CC2)cc1OCC(N)=O
compound no.	25	26	27	28	29	30	31	32
PMI act satM6P	0.8	0.9	1.1	1.1	1.1	0.9	1.1	1
TNAP inh hi DEA	-6.2	-5.2	2.2	3.3	-7.3	0.8	-9.7	-4.5
Redox H2O2 prof	4.5	-3.1	-0.3	0.0	-0.7	-0.7	-0.5	0.4
PMI act	0.9	0.9	1.1	1.3	1.1	0.9	1	0.9
HMGR II inh	1.7	-1.1	0.1	-4.0	-3.7	1.2	-5.0	3.4
Hsp70 activator	-0.3	-0.5	-0.2	0.1	-0.2	0.2	0.2	-0.3
L major viab	58.3*	-4.2	-5.5	9.7	-4.8	0.4	-0.8	-3.7
TNAP inh no acc	-13.5	-13.8	1.1	-1.3	-6.7	-14.5	-3.3	-7.4
RAM network inh	-0.5	-0.5	2.2	-1.7	0.1	3.3	2.0	1.9
S1P3 antag	20.5	10.0	-25.2	-29.1	-8.0	-56.4	4.1	-5.9

33: COc1ccc(OC)c(S(=O)(=O)N2CCCCC2C(=O)O)c1 (stereo unspecified)
34: COc1cc(C2C(C#N)=C(N)N(c3ccc(F)cc3)C3=C2S(=O)(=O)CC3)ccc1O (stereo unspecified)
35: Cc1ccc(CNC(=O)C2(C)Oc3ccccc3NC2=O)cc1 (stereo unspecified)
36: CN(C)c1ccc(/C=N/NC(=O)c2ccc(CN3CCOCC3)cc2)cc1Br
37: Cc1nn(C)c(C)c1/C=C/C(=O)c1ccccc1
38: CN1C2CCC1/C(=C\c1ccc(F)cc1)C(=O)/C2=C/c1ccc(F)cc1
39: Cn1c(N)c(C(=O)c2ccc(Oc3ccccc3)cc2)c(=O)n(C)c1=O
40: Cc1noc(C)c1CSc1nnc(-c2ccccc2)o1
compound no.	33	34	35	36	37	38	39	40
PMI act satM6P	1	0.5	1.1	1	1	0.9	1.1	0.9
TNAP inh hi DEA	2.3	9.1	-2.1	1.8	-8.1	-0.4	-3.5	-6.4
Redox H2O2 prof	0.0	-2.2	0.2	-0.8	-16.8	-0.3	-0.8	-1.7
PMI act	1	0.9	1.1	0.9	1	0.9	1	0.9
HMGR II inh	-1.5	-10.9	2.1	-3.1	-4.5	-0.9	-0.7	-6.4
Hsp70 activator	-0.3	-0.3	-0.2	-0.4	0.5	0.5	-0.1	0.1
L major viab	0.0	-0.4	0.7	19.4	22.2	74.8*	-6.9	-5.7
TNAP inh no acc	-4.8	-7.3	-11.8	-6.2	-13.3	-12.4	-7.9	-0.8
RAM network inh	1.0	0.4	1.0	0.8	0.5	1.9	0.3	-0.1
S1P3 antag	.	6.8	.	7.8	.	-9.5	-12.6	-4.5

41: Cc1[nH]n(-c2ccccc2)c(=O)c1C(=O)c1cccc(F)c1
42: Brc1csc(C=Nc2ccc3c(c2)OCCOCCOCCOCCO3)c1
43: Cc1ccc(C(=O)C2COC(=O)C2)cc1 (stereo unspecified)
44: O=C(Nc1ccc(NC(=O)C2CC2)nc1)c1cccnc1
45: COc1cc2c3c(c1OC)C1(C=CC(=NO)C=C1)CC3N(C(C)=O)CC2 (stereo unspecified)
46: Cc1occc1C(=O)Nc1ccc2c(c1)OCCO2
47: Cc1ccc(OCC(=O)N(c2ccccn2)C2CCCCC2)c(C)c1
48: O=C(CCc1nc2ccccc2s1)Nc1ccccc1
49: COc1ccc(-n2c(CSc3nc(C)cc(C)n3)nnc2SCC(=O)Nc2nccs2)cc1
50: COC(=O)c1nn(-c2ccc(-c3ccccc3)cc2)cc1O
compound no.	41	42	43	44	45	46	47	48	49	50
PMI act satM6P	1.1	0.6	0.9	0.9	1	0.9	0.9	0.9	1	0.9
TNAP inh hi DEA	-8.4	-2.0	-0.6	-2.9	-2.6	1.7	-2.0	-0.4	-5.3	-7.6
Redox H2O2 prof	-0.7	-0.5	-0.4	-0.3	-4.5	1.0	-0.3	0.9	2.2	-1.8
PMI act	1.2	0.9	0.9	1	1	0.9	0.9	0.9	1	1
HMGR II inh	-2.2	-3.6	-6.2	0.4	-0.2	1.7	3.2	-6.8	0.4	-1.2
Hsp70 activator	-0.1	-0.5	-0.4	-0.3	-0.1	0.3	0.0	-0.1	0.1	-0.1
L major viab	-4.3	-2.0	6.8	-9.5	-7.6	-6.3	87.0*	-2.4	4.8	-21.9
TNAP inh no acc	-4.8	-12.5	-8.7	-1.8	5.0	-4.2	-9.6	-11.8	-4.6	1.7
RAM network inh	-1.5	2.2	-1.2	0.9	0.6	1.6	1.1	1.8	3.9	2.9
S1P3 antag	8.7	-23.4	.	-6.0	.	-19.8	-10.9	3.2	-24.5	-4.2
